Source: PubChem
MEKK3 PB1 HTS: MEKK3-MEK5 PB1 interaction, increase or decrease; Q99759; AID 1529; binding response (% of control), % at 10 µM; bead-based flow cytometry, Alexa488-MEK5 binding to MEKK3; actives lie on both sides; 0 = blocked by unlabeled MEK5, 100 = vehicle; 290,000 tested, 1.4% active;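 active means binding response more than 3 SD above or below the average of its plate-row segment, actives on both sides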;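 further: Alexa488 bead fluorescence after subtracting the streptavidin-only scavenger bead signal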
MEKK2mut PB1 HTS: signal of MEK5 binding to mutant human MEKK2 PB1 domain. bead flow cytometry, Alexa488-MEK5 binding to MEKK2 mutant. percent response, % at 10 µM. 290,000 tested, 0.35% active; in the data active means percent response above about 24%, passing the limit was not always enough; further: inactives centre near 1; some results filed as inactive read as strong as hits; reference of the scale not given here
V1R ag counter: counter-screen for oxytocin receptor agonists: human V1a receptor agonists; P37288; CHO-V1R cells, Fluo-8 calcium fluorescence, agonist mode; 0% DMSO, 100% 3 nM vasopressin; activation, % at 3 µM; 320,000 tested, 0.25% active;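 active means activation above the mean activation of all tested compounds plus 3 SD, per screening run, cut at about 20% in these data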;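 further: signal is peak over basal fluorescence ratio across a 100 second FLIPR read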
Target sequence (P37288 whole entry, looked up): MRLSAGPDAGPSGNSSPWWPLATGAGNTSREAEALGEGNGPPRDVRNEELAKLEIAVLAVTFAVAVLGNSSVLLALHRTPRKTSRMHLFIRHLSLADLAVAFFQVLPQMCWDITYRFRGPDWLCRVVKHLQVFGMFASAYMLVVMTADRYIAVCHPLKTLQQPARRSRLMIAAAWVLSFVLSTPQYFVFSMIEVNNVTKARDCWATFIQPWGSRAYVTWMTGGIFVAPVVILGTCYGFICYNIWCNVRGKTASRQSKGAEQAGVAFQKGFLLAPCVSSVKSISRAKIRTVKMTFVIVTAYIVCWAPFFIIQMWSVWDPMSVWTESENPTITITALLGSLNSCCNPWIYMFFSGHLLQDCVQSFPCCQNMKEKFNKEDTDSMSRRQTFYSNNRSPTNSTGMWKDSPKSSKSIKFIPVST
GPR7 antag: human neuropeptides B/W receptor 1 antagonism | P48145 | GPR7-expressing cells, fluorescence antagonist assay | inhibition, % at 4.4 µM | 290,000 tested, 1.1% active; in the data active means inhibition above about 16%, passing the limit was not always enough;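 further: cells stimulated with the agonist NPW; 0% = agonist with vehicle and 100% = vehicle without agonist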
Target sequence (P48145 whole entry, looked up): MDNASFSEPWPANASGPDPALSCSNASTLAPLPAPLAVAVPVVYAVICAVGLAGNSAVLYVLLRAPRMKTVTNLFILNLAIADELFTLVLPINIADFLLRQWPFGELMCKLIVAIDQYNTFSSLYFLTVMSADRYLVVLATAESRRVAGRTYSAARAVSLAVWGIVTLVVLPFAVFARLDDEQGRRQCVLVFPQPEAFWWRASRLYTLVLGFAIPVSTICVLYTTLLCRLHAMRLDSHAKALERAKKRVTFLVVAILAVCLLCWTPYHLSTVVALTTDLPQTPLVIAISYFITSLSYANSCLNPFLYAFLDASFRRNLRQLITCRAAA
PHOSPHO1 block: PHOSPHO1 (human) inhibition | inhibition, % at 13.3 µM | recombinant PHOSPHO1, absorbance phosphatase assay | 290,000 tested, 1.1% active | AID 1565; in the data active means inhibition above about 60%
Target sequence (Q8TCT1 whole entry, looked up): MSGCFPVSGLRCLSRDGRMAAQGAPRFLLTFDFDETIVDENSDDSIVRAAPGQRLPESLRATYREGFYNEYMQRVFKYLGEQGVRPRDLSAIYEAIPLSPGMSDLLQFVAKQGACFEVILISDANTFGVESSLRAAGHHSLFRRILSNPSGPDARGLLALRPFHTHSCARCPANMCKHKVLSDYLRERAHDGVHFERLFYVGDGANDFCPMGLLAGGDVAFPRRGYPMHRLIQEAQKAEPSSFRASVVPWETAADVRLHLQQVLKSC
GalR3 antagonist: human GalR3 antagonism | O60755 | AID 651719 | 360,000 tested, 0.44% active | HEK293 GalR3-CNG cAMP membrane potential fluorescence; galR3 body fused to GalR1 C-terminus | inhibition, % at 3 µM;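 active means inhibition above the screen-wide average plus 3 SD, cut at about 13% in these data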;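 further: forskolin and galanin both at EC90 stimulate the cells; cAMP rise reported by CNG channel membrane potential dye signal; 0% = forskolin plus galanin with DMSO and 100% = forskolin alone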
MEKK2wt PB1 HTS: raises or lowers MEK5 binding to wildtype human MEKK2 PB1 domain | 290,000 tested, 1.1% active | Q9Y2U5 | bead flow cytometry, Alexa488-MEK5 binding to MEKK2 WT; actives lie on both sides | binding response (% of control), % at 10 µM | AID 1531; in the data active means binding response below about 67% or above about 130%
OXTR ag: agonists of human oxytocin receptor | P30559 | CHO-OTR cells, Fluo-8 calcium fluorescence; normalized: DMSO 0%, oxytocin 100% | activation, % at 3 µM | 320,000 tested, 0.32% active | AID 2435;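 active means activation above the mean of all tested compounds plus 3 SD, cutoff set per screening run, cut at about 20% in these data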;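 further: peak over basal fluorescence ratio from a 100 s FLIPR kinetic read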
NALP1 inh: NALP1 inhibition. S. cerevisiae NALP1/ASC/caspase-1 growth, X-gal OD620, 72 h. inhibition, % at 10 µM. 280,000 tested, 0.61% active; in the data active means inhibition mostly above about 24%, no sharp cut-off; inactive means mostly below about 32%; further: some compounds called inactive have numbers as strong as hits
The depositor's hits bear a star; . = not tested or not shown.

# | SMILES | MEKK3 PB1 HTS | MEKK2mut PB1 HTS | V1R ag counter | GPR7 antag | PHOSPHO1 block
1 | Cc1cccn2c(CN3CCNC(=O)CC3)c(C(=O)N(C)CCc3ccccc3)nc12 | 98 | 0 | 0.8 | -10 | 43
2 | CN(C)c1cc(NC(=O)CN2CCCC2)c2ccccc2n1 | 101 | 2 | 0.2 | -5 | -6
3 | Cc1cccc(CNC(=O)C2CCC(=O)N(C3CCCCCC3)C2)c1 (configuration not stated) | 101 | -2 | 1.5 | -2 | -2
4 | COc1ccc(Nc2ccnc(Nc3ccc(OC)cc3)n2)cc1 | 110 | 8 | 4.8 | -14 | 2
5 | N#CCCCSC1=C(C#N)C(c2ccccc2Cl)CC(=O)N1 (configuration not stated) | 98 | 1 | 0.5 | 13 | 16
6 | CN(C)c1cc2c(cc1NS(=O)(=O)c1ccccc1)n(C)c(=O)n2C | 99 | -5 | 1.9 | -8 | 39
7 | S=c1[nH]ccn1-c1c(Cl)cccc1Cl | 104 | 7 | 0.7 | -11 | -21
8 | COc1ccc(NS(=O)(=O)c2ccc(NC(=S)NC(=O)/C=C/c3ccc(C)cc3)cc2)nn1 | 94 | -3 | 1.5 | -1 | -26
9 | CC1CCN(CC(=O)Nc2ccc(C(=O)N3CCCCC3)cc2)CC1 | 108 | 19 | 1.6 | -15 | 40
10 | COc1cccc(NC(=O)CNC(=O)c2ccc(C)o2)c1 | 100 | 14 | 0.2 | -17 | 35
11 | CC(c1ccccc1)n1c(Br)nc2c1c(=O)[nH]c(=O)n2C (configuration not stated) | 100 | 3 | 1.0 | -3 | 8
12 | Cc1cccc(C)c1NC(=O)C(C)Sc1n[nH]c(-c2ccncc2)n1 (configuration not stated) | 103 | 1 | -0.5 | 0 | 45

# | GalR3 antagonist | MEKK2wt PB1 HTS | OXTR ag | NALP1 inh
1 | -2 | 98 | 3.1 | -5
2 | -2 | 102 | 1.9 | 23
3 | 2 | 103 | -0.1 | 1
4 | -11 | 131 | 8.9 | 102
5 | -2 | 99 | 1.9 | 13
6 | -10 | 93 | 1.5 | 12
7 | -2 | 100 | -0.4 | 5
8 | -9 | 88 | -1.4 | 22
9 | -9 | 106 | 0.3 | -6
10 | -8 | 108 | 0.7 | 8
11 | -6 | 104 | 1.3 | 7
12 | -10 | 98 | -0.9 | -9

More records.
# | SMILES | MEKK3 PB1 HTS | MEKK2mut PB1 HTS | V1R ag counter | GPR7 antag | PHOSPHO1 block
13 | COc1cccc(N(C(=O)Cn2nnc3ccccc32)C(C(=O)NCc2ccco2)c2cccnc2)c1 (configuration not stated) | 104 | 6 | . | -9 | 14
14 | CCOc1ccccc1N(CC(=O)Nc1cccnc1)S(C)(=O)=O | 101 | 0 | -0.4 | 7 | 15
15 | Cc1cc(-c2nnc(SCC(=O)Nc3cccc(F)c3)n2N)n[nH]1 | 99 | 2 | 0.3 | -5 | -46
16 | COC(=O)c1cc(NC(=O)/C=C/c2ccc3c(c2)OCO3)cc(C(=O)OC)c1 | 66 | -24 | 1.6 | -6 | -12
17 | Cc1cc(NC(=O)c2cccc([N+](=O)[O-])c2)n(-c2ccccc2)n1 | 101 | 1 | 0.5 | 6 | -9
18 | O=C(CNC(=S)N(Cc1ccc(F)cc1)C1CCCCC1)NCC1CCCO1 (configuration not stated) | 59 | -8 | -0.6 | 6 | 20
19 | COc1ccc(C(=O)Nc2cccc(C(C)=O)c2)c(OC)c1OC | 97 | 1 | 0.3 | 6 | 15
20 | COc1ccc(N(Cc2cc3ccccc3[nH]c2=O)S(=O)(=O)c2ccc(OC)cc2)cc1 | 97 | -8 | 2.8 | 0 | 37
21 | CC(C)=NNC1=NC(C)(C)Cc2ccccc21 | 99 | -2 | -2.1 | -4 | 16
22 | Cc1cc(C)n(CCC(=O)Nc2cccc(F)c2)n1 | 103 | 0 | 0.6 | -19 | 11
23 | Cc1cc(N2CCN(C)CC2)nc(-c2ccccc2O)n1 | 106 | 3 | 0.2 | -1 | 15
24 | Cc1ccc(CC2CC(=O)N(CCc3ccccc3)C2=O)cc1 (configuration not stated) | 88 | -5 | 0.4 | 1 | 37

# | GalR3 antagonist | MEKK2wt PB1 HTS | OXTR ag | NALP1 inh
13 | 2 | 105 | . | 5
14 | -4 | 99 | 0.0 | -4
15 | 1 | 103 | -0.3 | 16
16 | 2 | 75 | -1.7 | 4
17 | 4 | 99 | -0.7 | 34
18 | 10 | 74 | 0.3 | 21
19 | -2 | 101 | 0.8 | -31
20 | 0 | 90 | 0.5 | -4
21 | -5 | 97 | -1.8 | 29
22 | -5 | 99 | 1.4 | 9
23 | -7 | 110 | 4.3 | 19
24 | -3 | 94 | 0.0 | 10

The last 2 records of the section before open the next one.
# | SMILES | MEKK3 PB1 HTS | MEKK2mut PB1 HTS | V1R ag counter | GPR7 antag | PHOSPHO1 block
23 | Cc1cc(N2CCN(C)CC2)nc(-c2ccccc2O)n1 | 106 | 3 | 0.2 | -1 | 15
24 | Cc1ccc(CC2CC(=O)N(CCc3ccccc3)C2=O)cc1 (configuration not stated) | 88 | -5 | 0.4 | 1 | 37
25 | OCCCn1c(C2CCCN2c2nc(-c3ccc(F)cc3)cs2)nc2cc(Cl)c(N3CCCCC3)cc21 (configuration not stated) | 97 | 0 | -1.0 | . | .
26 | COc1cccc(CN2CC(C(=O)NCC3CCOCC3)CCC2=O)c1 (configuration not stated) | 103 | 9 | -0.9 | -9 | 44
27 | C=CCn1c(-c2c(C)nc3cc(C)ccn23)n[nH]c1=S | 101 | -1 | 1.4 | -5 | -3
28 | O=C(NCC(=O)N(c1ccccc1F)C(C(=O)NC1CCCC1)c1ccncc1)c1ccco1 (configuration not stated) | 101 | -2 | 0.1 | -13 | 40
29 | Cc1ccc(C(C(=O)NC2CCCC2)N(Cc2ccco2)C(=O)CCC(=O)Nc2cc(C)on2)cc1 (configuration not stated) | 108 | 3 | 0.0 | -14 | -2
30 | CCCC(=O)Nc1nc(-c2ccc(Cl)s2)cs1 | 107 | -3 | -1.6 | 0 | 42
31 | CCCCOc1ccc(C(C)NC(=O)C2CCCN(S(=O)(=O)CCC)C2)cc1 (configuration not stated) | 102 | 0 | 2.3 | 12 | 7
32 | COCCNC(=O)c1cc2c(=O)n3cccc(C)c3nc2n1C | 106 | 10 | -0.2 | . | 33
33 | CCOc1ccc(N2C(=O)/C(=C\c3ccc(OC)c(O)c3)S(=O)(=O)C2c2cccc([N+](=O)[O-])c2)cc1 (configuration not stated) | 104 | -4 | -0.5 | 0 | 6
34 | CC(C)CC(NC(N)=O)C(=O)Nc1ccc(Cl)c(Cl)c1 (configuration not stated) | 100 | -7 | 1.7 | 15 | 40
35 | O=C(NCc1ccccn1)C1CCN(S(=O)(=O)c2cnc[nH]2)CC1 | . | . | 1.5 | -5 | -14
36 | Cc1occc1C(=O)Nc1nn[nH]n1 | 115 | 21 | 0.5 | -8 | 14

# | GalR3 antagonist | MEKK2wt PB1 HTS | OXTR ag | NALP1 inh
23 | -7 | 110 | 4.3 | 19
24 | -3 | 94 | 0.0 | 10
25 | -2 | 96 | -0.1 | .
26 | -9 | 100 | -0.2 | 11
27 | -3 | 102 | -0.1 | 18
28 | -9 | 98 | -0.1 | -14
29 | -2 | 97 | -2.1 | 1
30 | 1 | 99 | -2.2 | 5
31 | 2 | 100 | -0.3 | 22
32 | 0 | 106 | -1.9 | .
33 | -6 | 92 | 0.2 | -4
34 | -6 | 99 | -0.1 | 2
35 | 0 | . | 0.1 | -2
36 | 4 | 115 | 3.7 | 8

Next part.
# | SMILES | MEKK3 PB1 HTS | MEKK2mut PB1 HTS | V1R ag counter | GPR7 antag | PHOSPHO1 block
37 | COC(=O)c1[nH]c2cccc(OC)c2c1NC(=O)CCN1CCN(c2ccccc2F)CC1 | 108 | 12 | . | -14 | -16
38 | CCOc1cc(/C=N/O)ccc1OCc1ccc([N+](=O)[O-])cc1 | 92 | -1 | -0.8 | -2 | 35
39 | COc1ccccc1NC(=O)CCC(=O)N(Cc1ccc(OC)c(OC)c1)c1nccs1 | 94 | -4 | -1.2 | -6 | 34
40 | Cc1nn(-c2ccccc2)c2sc(C(=O)N(CC(=O)NC3CCCC3)Cc3ccco3)cc12 | 103 | 1 | . | 6 | 41
41 | Cc1ccccc1CS(=O)(=O)Cc1ccc(C(=O)NCCCN2CCCC2=O)o1 | . | . | 0.3 | -14 | 43
42 | C=CCN(C(=O)c1csnn1)C(C(=O)NC1CCCC1)c1ccc(OC)cc1 (configuration not stated) | 97 | -3 | -0.3 | -13 | 32
43 | Cc1ccc(C(=O)COC(=O)CN2C(=O)C3C4C=CC(C4)C3C2=O)cc1C (configuration not stated) | 106 | 9 | 3.0 | -11 | 43
44 | Cc1nc(N)sc1C(=O)N/N=C/c1cccnc1 | 106 | -2 | 0.7 | -6 | -2
45 | COc1cc(C2=NOC(C(=O)NCc3ccccn3)C2)cc(OC)c1OC (configuration not stated) | 97 | -1 | 0.2 | -11 | -20
46 | CCC(=O)Nc1ccccc1Oc1ccccc1 | 103 | 3 | -0.4 | -13 | 29
47 | COc1cccc(OC)c1C(=O)NC(=O)NNc1cc(C(F)(F)F)cc(C)n1 | 101 | -1 | -1.0 | -23 | 19
48 | Cn1c(=O)c2c(nc(SCc3ccccc3F)n2C)n(C)c1=O | 100 | 6 | 0.4 | 1 | -7

# | GalR3 antagonist | MEKK2wt PB1 HTS | OXTR ag | NALP1 inh
37 | 2 | 111 | . | 1
38 | -3 | 98 | -2.4 | 25
39 | -2 | 93 | -1.9 | 2
40 | 0 | 104 | . | 1
41 | -4 | . | 0.4 | -11
42 | -3 | 102 | -0.1 | 1
43 | -2 | 111 | 1.3 | 1
44 | 0 | 99 | -0.4 | 8
45 | -2 | 95 | 0.3 | 17
46 | -2 | 103 | -2.1 | 9
47 | 5 | 97 | -0.8 | 2
48 | -9 | 103 | -0.1 | 9

Continuation:
# | SMILES | MEKK3 PB1 HTS | MEKK2mut PB1 HTS | V1R ag counter | GPR7 antag | PHOSPHO1 block
49 | CCCC[C@@H]1CNC(=S)N1CCCc1cc(OC)c(OC)c(OC)c1 | 100 | 2 | 0.4 | -6 | 22
50 | COC(=O)c1ccc(NC(=O)Cc2ccccc2)cc1 | 100 | 0 | -0.1 | 30 | 20
51 | Cc1cccc(N2CCN(C(=O)CSc3nc4ccccc4nc3N3CC(C)OC(C)C3)CC2)c1C (configuration not stated) | 99 | -1 | -0.6 | 3 | 36
52 | Cc1cccc(N2CCN(C(=S)c3ccc(-c4ccccc4[N+](=O)[O-])o3)CC2)c1 | 96 | -1 | -0.3 | 16 | -11
53 | O=C(Nc1ccccc1C(=O)Nc1ccccn1)c1cccc([N+](=O)[O-])c1 | 101 | 4 | -0.6 | -9 | 44
54 | CCOC(=O)CSc1nnc2c3ccccc3n(CC)c2n1 | 108 | 14 | 0.1 | -9 | 25
55 | C=CCn1c(SCC(=O)NC)nc2sc3c(c2c1=O)CCC3 | . | . | 0.1 | 4 | -1
56 | Cc1ccccc1OCC(=O)Nc1ccc2c(c1)n(C)c(=O)n2C | 99 | -5 | 4.6 | -1 | 27
57 | Cc1ccc(CN2CCN(/N=C/c3ccc(C(F)(F)F)cc3)CC2)cc1 | 91 | -1 | 0.6 | -1 | 1

# | GalR3 antagonist | MEKK2wt PB1 HTS | OXTR ag | NALP1 inh
49 | -5 | 99 | 1.0 | -16
50 | -6 | 100 | -1.2 | 9
51 | -10 | 96 | -1.6 | 1
52 | 2 | 96 | -0.4 | 28
53 | -2 | 106 | -1.6 | 5
54 | -7 | 114 | -1.9 | 8
55 | -3 | . | -1.5 | 2
56 | -1 | 92 | 3.3 | 29
57 | 16* | 112 | -1.3 | 37
